SRC3 inh – human NCOA3 inhibition; Q9Y6Q9; HEK293 GAL4-SRC3 luciferase reporter, luminescence; inhibition, % at 3.6 µM; 0.17% of 360,000 active;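 active = inhibition above a per-campaign cutoff, the mean of all compounds plus 3 SD, cut at about 60% in these data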;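 note: 0% = DMSO-treated cells and 100% = gossypol-treated cells at 36 µM; higher means less SRC3-driven luciferase light from the GAL4 reporter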
TROY signal inh – inhibitors of TROY-dependent NF-kB signaling; Q293 LMP1-TROYcd NF-kB luciferase reporter, 4 h; inhibition, % at 10 µM; 0.98% of 360,000 active;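 active = compounds whose plate-normalised and pattern-corrected inhibition of the luciferase reporter signal at the single screening dose is 50% or more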
Shn3 3UTR inh – reduces Shn3 3'UTR luciferase signal in osteoblasts | AID 588674 | 0.52% of 360,000 active | Clone20 osteoblast Shn3 3'UTR firefly luciferase, 24 h | inhibition, % at 12.5 µM;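 active = mean inhibition of at least 75% with every replicate also reaching 75%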;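 note: 0% = median of neutral control wells and 100% = pilot-screen positive control compound; some compounds past the cut are filed as inactive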
TRAIL sens C8 – caspase-8 TRAIL sensitization. NB7+C8 cells + TRAIL, ATPlite viability luminescence. inhibition (viability loss, TRAIL sensitization), % at 10 µM. 1% of 360,000 active;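 active = compounds causing at least 50% loss of cell viability in the single-dose screen, relative to plate controls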
TWEAK-Fn14 inh – inhibitors of TWEAK-Fn14 interaction signaling. TWEAK-stimulated Fn14 reporter cells, luciferase luminescence, 8 h. inhibition, % at 10 µM. 2% of 360,000 active; in the data active = inhibition above about 50%
SRC1 inh – inhibits human SRC1 coactivator; Q15788; HEK293 GAL4-SRC1 luciferase reporter, luminescence; inhibition, % at 3.6 µM; 0.12% of 360,000 active; AID 588354;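 active = inhibition above the campaign mean plus 3 SD, with each screening campaign given its own cutoff, cut at about 60% in these data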;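 note: 0% = DMSO treated cells and 100% = gossypol at 36 µM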
COUP-TFII inh – NR2F2 (human) inhibition, primary screen; HEK293T NGFI-A luciferase reporter, luminescence; inhibition, % at 8.6 µM; P24468; 0.7% of 370,000 active;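 active = inhibition above a per-plate cutoff, mean inhibition of test wells between control levels plus 3 SD, cut at about 38% in these data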;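 note: cells cotransfected with COUP-TFII expression vector driving the NGFI-A reporter; 0% = median of COUP-TF2 test wells and 100% = reporter-only cells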
Target sequence (P24468 whole entry, looked up): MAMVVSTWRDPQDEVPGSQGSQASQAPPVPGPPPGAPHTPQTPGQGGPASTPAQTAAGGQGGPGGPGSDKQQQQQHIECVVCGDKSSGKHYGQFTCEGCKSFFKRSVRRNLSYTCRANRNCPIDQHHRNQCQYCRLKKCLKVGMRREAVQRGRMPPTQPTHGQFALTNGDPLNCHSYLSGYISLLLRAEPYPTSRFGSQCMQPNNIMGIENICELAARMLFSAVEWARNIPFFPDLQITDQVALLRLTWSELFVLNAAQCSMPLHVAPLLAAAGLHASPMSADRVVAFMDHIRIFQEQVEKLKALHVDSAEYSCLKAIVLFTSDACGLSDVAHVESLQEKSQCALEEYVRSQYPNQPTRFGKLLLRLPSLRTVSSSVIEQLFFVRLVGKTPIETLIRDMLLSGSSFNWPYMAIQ
LMP1 NFkB inh – inhibitors of Epstein-Barr LMP1-induced NF-kappaB reporter; LMP1-induced NF-kappaB luciferase reporter cells, luminescence; 0.69% of 350,000 active; inhibition, % at 12.5 µM; in the data active = inhibition above about 41%;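 note: 0% = neutral control wells and 100% = reference inhibitor control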
KKLEB cytotox – CF airway cell cytotoxicity counter-screen. AID 602141. KKLEB CF airway cells viability, ATPlite luminescence, overnight; active compounds read low; cells stimulated with P. aeruginosa culture filtrate. 0.36% of 360,000 active. activity change (cytotoxicity), % at 5 µM;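 active = corrected activity change at or below -50% at 5 µM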
CF NFkB inh – blocks PAF-induced NF-kB reporter in cystic fibrosis cells; KKLEB NF-kB-GFP reporter, GFP fluorescence overnight; inhibition, % at 5 µM; 0.86% of 360,000 active; AID 588850;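 active = at least 50% inhibition at 5 µM, scaled per plate between neutral and stimulator controls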;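 note: PAF is a Pseudomonas aeruginosa culture filtrate used as stimulus; plate controls were PAF-stimulated DMSO wells for no effect and unstimulated DMSO wells for full effect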
LRH-1 inv ag – suppresses constitutive activity of human LRH-1; inhibition, % at 3.6 µM; 0.13% of 360,000 active; AID 602396; HEK293T StAR-luciferase reporter, LRH-1 transfected, 24 h; O00482;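 active = inhibition above the mean inhibition of all tested compounds plus 3 SD, cut at about 73% in these data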;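 note: 0% = DMSO wells and 100% = reporter-only cells lacking LRH-1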
Target sequence (O00482 whole entry, looked up): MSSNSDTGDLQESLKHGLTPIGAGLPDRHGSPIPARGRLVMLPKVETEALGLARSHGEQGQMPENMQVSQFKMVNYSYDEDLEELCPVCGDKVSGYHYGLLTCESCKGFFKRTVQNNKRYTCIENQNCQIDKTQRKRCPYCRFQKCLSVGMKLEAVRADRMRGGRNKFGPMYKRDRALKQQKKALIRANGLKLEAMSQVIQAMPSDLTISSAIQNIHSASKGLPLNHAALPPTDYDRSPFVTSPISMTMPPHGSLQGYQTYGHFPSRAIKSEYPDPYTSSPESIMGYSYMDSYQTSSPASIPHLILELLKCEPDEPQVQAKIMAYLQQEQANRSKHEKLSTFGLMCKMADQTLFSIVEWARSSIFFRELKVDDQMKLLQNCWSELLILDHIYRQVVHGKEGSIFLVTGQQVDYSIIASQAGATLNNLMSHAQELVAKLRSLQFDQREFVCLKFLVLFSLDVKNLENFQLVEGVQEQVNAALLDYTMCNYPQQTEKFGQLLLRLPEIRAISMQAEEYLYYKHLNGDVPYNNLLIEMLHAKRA
* hit, by the source's call; / = no result given.

# | Structure | SRC3 inh | TROY signal inh | Shn3 3UTR inh | TRAIL sens C8 | TWEAK-Fn14 inh | SRC1 inh | COUP-TFII inh | LMP1 NFkB inh | KKLEB cytotox | CF NFkB inh | LRH-1 inv ag
1 | CCCCc1cc(=O)oc2cc(C)cc(O)c12 | -1 | 35 | -4 | -6 | -4 | 3 | 10 | -13 | 3 | 21 | -12
2 | CN(C)c1oc(-c2ccccc2[N+](=O)[O-])nc1C#N | -13 | -14 | -34 | 10 | 13 | 13 | -1 | -6 | -15 | 19 | -9
3 | Cc1cc(=O)[nH]c(N/N=C/c2cccc(Br)c2)n1 | -8 | 0 | -24 | -1 | 20 | -15 | 1 | -16 | -7 | -8 | 1
4 | CCC(=O)C1CCCN(C(=O)c2cccc(OC3CCN(S(C)(=O)=O)CC3)c2)C1 (stereo not drawn) | 10 | 17 | -6 | -9 | 6 | 3 | / | -11 | 1 | 8 | 17
5 | CC(C)c1cccc(C(C)C)c1NC(=O)CCl | 18 | 8 | 3 | 1 | 9 | 14 | 8 | 2 | 13 | 3 | -5
6 | O=C(Cc1ccccc1)Nc1ccc(NC(=O)c2cccs2)cc1 | -18 | -8 | -11 | -13 | -7 | -19 | -17 | -19 | 14 | -10 | -14
7 | CCOc1cc(CNCCO)cc(Br)c1OCc1ccc(Cl)cc1Cl | 0 | 22 | 2 | 1 | -2 | -30 | 3 | 1 | -7 | -4 | 4
8 | O=C(CCCOc1ccc(Cl)cc1Cl)NCc1ccccn1 | 19 | 10 | 6 | 3 | 10 | 4 | -1 | -6 | 3 | 0 | -2
9 | Fc1ccc(-n2ncc3c(SCc4cccnc4)ncnc32)cc1 | -75 | -8 | -11 | 19 | 33 | -77 | 7 | -8 | -17 | 10 | -68
10 | O=C(NC1CCCCCC1)C(=O)NC1CCCC1 | -34 | -31 | -75 | -5 | -1 | -24 | -1 | -18 | -5 | -1 | -14
11 | O=C(Nc1cccnc1)c1ccc([N+](=O)[O-])cc1Cl | -18 | 7 | -1 | -1 | 7 | -5 | 6 | -2 | -5 | 3 | -2
12 | Cc1ccc(-n2nnnc2SCC(=O)N2CCc3ccccc3C2)cc1 | 17 | 5 | -5 | -8 | 20 | 3 | 12 | 7 | -3 | -9 | -10
13 | C=CCNc1ncnc2c1ncn2[C@H]1CN(Cc2ccco2)C[C@@H](CO)O1 | -13 | -4 | -12 | -9 | 9 | -20 | -26 | / | 8 | -12 | -22
14 | CCOc1ccc2nc(N3CCC(C(=O)N4CCN(C5CCCCC5)CC4)CC3)sc2c1 | -30 | -45 | -30 | 30 | 11 | -34 | 0 | -16 | 4 | -16 | -34
15 | CCOC(=O)c1sc(NC(=O)c2ccc3nc[nH]c3c2)nc1C | -79 | -34 | -9 | 26 | 4 | -18 | -38 | -10 | -7 | 11 | -30
16 | O=C(NC(=S)Nc1cccc2cnccc12)c1ccccc1 | 38 | -7 | 13 | 2 | 50 | 18 | -4 | 4 | 9 | 45 | 6
17 | Fc1ccccc1CSc1nnc(Cn2cnc3ccccc32)n1-c1ccccc1 | -3 | 12 | -13 | -3 | 4 | -1 | -1 | -2 | 1 | 1 | -9
18 | O=C1NC[C@H](Cc2ccccc2)N(CC2CCN(CCC3CCCC3)CC2)C1=O | 2 | 9 | 3 | 0 | -6 | -10 | 6 | 13 | 8 | 3 | -9
19 | O=C(Nc1ccc2c(c1)S(=O)(=O)N=C1CCCCCN12)c1ccccc1Cl | -1 | 10 | -17 | 2 | -14 | 3 | 4 | -3 | -4 | -20 | 4
20 | O=C(CCCCn1c(=O)[nH]c2ccccc2c1=O)N1CCN(c2cccc(C(F)(F)F)c2)CC1 | -8 | 33 | 61 | 15 | 37 | -2 | 11 | 7 | -8 | 13 | -25
21 | Cc1[nH]n(-c2ccccc2)c(=O)c1C=NC1CCCCC1 | 1 | -22 | -25 | -14 | -30 | -10 | -5 | -11 | 10 | 4 | -8
22 | O=C(COC(=O)C(O)c1ccccc1)c1ccc2c(c1)OCCO2 (stereo not drawn) | 7 | -28 | -1 | -3 | -16 | -46 | -16 | -2 | 6 | -7 | 3
23 | COc1ccccc1N(CC(=O)NCCN1CCOCC1)S(=O)(=O)c1ccccc1 | -1 | 0 | -4 | -14 | 31 | -4 | -9 | -6 | 9 | 2 | 15
24 | CN(C)C(=O)[C@H]1C[C@H]1[C@@H](O)[C@H](CO)NC(=O)[C@H](Cc1ccccc1)NC(=O)OC(C)(C)C | -17 | 4 | 6 | 1 | 4 | -11 | 12 | -5 | -17 | 6 | -24
25 | Brc1ccccc1OCCCCCN1CCOCC1 | -20 | -24 | -3 | 5 | -1 | -64 | -31 | -4 | 9 | -11 | -19
26 | COc1cc(CN2C(=S)NC(C)(C)CC2(C)O)cc(OC)c1 (stereo not drawn) | 0 | -8 | 1 | -10 | 4 | 3 | 1 | 6 | 2 | -3 | -6
27 | CC(=O)c1ccc(N2Cc3ccccc3/C2=N\C(=O)Nc2ccccc2)cc1 | -22 | -56 | -15 | 1 | -2 | -46 | -21 | -17 | -4 | -1 | -98
28 | CCN(CC(=O)Nc1c(F)cccc1F)C(=O)c1ccc(S(=O)(=O)N2CCCC2)cc1 | 0 | 4 | -8 | 3 | 11 | -7 | 1 | 1 | 9 | -17 | 5
29 | COc1ccc(NCC(=O)N/N=C/c2c(C)nn(Cc3ccccc3)c2Cl)cc1 | 12 | 11 | 12 | -12 | 11 | 4 | -8 | -9 | -4 | -1 | 16
30 | CSc1nc2nc3c(cc2c(=O)n1-c1ccc(C)cc1)COC(C)(C)C3 | 1 | 9 | -1 | -10 | -3 | 0 | -8 | 4 | -12 | 16 | 4
31 | CC1(C)Cc2c(sc(NC(=O)c3ccc(Br)o3)c2C#N)CO1 | -114 | -38 | -76 | 37 | -1 | -91 | -34 | -10 | 0 | 14 | -105
32 | CCc1ccc(NC(=O)c2cnn3ccccc23)cc1 | -50 | 53* | 20 | 58* | 93* | -102 | 26 | 35 | -17 | 4 | -93
33 | COc1ccc(N2CCN(C(=O)c3cc(=O)c4cc(C)cc(C)c4o3)CC2)cc1 | -6 | 13 | 16 | -6 | 8 | -8 | 5 | -3 | -12 | 1 | -3
34 | CN(C)S(=O)(=O)N1CCC(Oc2ccc(C(=O)N3CCCCCC3)cc2)CC1 | 3 | 6 | 47 | -10 | 1 | 13 | 16 | 0 | 2 | -2 | 11
35 | Cc1cccc(/C=N/NC(=O)CC(=O)NCCc2ccccc2)c1 | 24 | -1 | -7 | -7 | 15 | -11 | 9 | -1 | 10 | 0 | -11
36 | CCOc1ccccc1N1CCN(C(=O)CC(C)C)CC1 | 20 | -7 | 7 | -2 | 0 | -4 | 2 | -1 | 10 | -3 | 12
37 | CCC(C)N1C(=O)CCC1C(=O)O (stereo not drawn) | 5 | -4 | -25 | -12 | 13 | -22 | 1 | 3 | 4 | -11 | -8
38 | CC(NS(=O)(=O)CCNC(=O)c1ccccc1)c1ccccc1 (stereo not drawn) | 2 | 8 | -6 | 12 | -7 | -6 | 12 | 0 | -10 | 3 | -1
39 | COC(=O)[C@@H]1CCCN1C(=O)[C@@H](NC(=O)OC(C)(C)C)C(C)C | -8 | -1 | 19 | -10 | 10 | -1 | -9 | 9 | -4 | -5 | 9
40 | COC(=O)C1CCN(c2nc3ccccc3nc2C(C#N)C(=O)OCC(C)C)CC1 (stereo not drawn) | 5 | 8 | 7 | 0 | 23 | 9 | -1 | -16 | -20 | 11 | 10
41 | COc1ccc(-c2ocnc2C(=O)N2CCN(C(=O)C(c3ccccc3)c3ccccc3)CC2)cc1 | -5 | 9 | 7 | 4 | 0 | 13 | 3 | -4 | 6 | 0 | -9
42 | Cc1ccc(CN2C(=O)C(C)Nc3ncnc(N4CCN(c5ccccn5)CC4)c32)cc1 (stereo not drawn) | 0 | -11 | 4 | -4 | -49 | 6 | -8 | -5 | -10 | -1 | 9
43 | COC(=O)c1ccccc1S(=O)(=O)Nc1ccc2cn[nH]c2c1 | 5 | 19 | -7 | 4 | 6 | -1 | -9 | -5 | -6 | 1 | -9
44 | Cc1ccccc1NC(=O)c1ccc(Cl)c(NC(=O)c2ccncc2)c1 | 14 | 6 | 9 | -2 | 10 | -16 | 1 | 5 | -6 | 9 | 14
45 | CC1CC(C)CN(CCCNC(=O)CCC(=O)N2CC(C)Oc3ccccc32)C1 (stereo not drawn) | 22 | 15 | 0 | 3 | -17 | -6 | 1 | -9 | -6 | 4 | 2
46 | CC(=O)c1cc(C(=O)Nc2ccc3ccccc3c2)c(C)o1 | 5 | 18 | 13 | 0 | 30 | 5 | 5 | 9 | 0 | -20 | 14
47 | Cc1nc2ccccc2nc(C)c1=NOCC(=O)N(c1ccccc1)C(C)C | -69 | 4 | 12 | -4 | 9 | -69 | -18 | 3 | 2 | -6 | -77
48 | COc1ccc(-c2cnc(C(N)=O)c(=O)[nH]2)cc1 | -6 | -17 | 11 | 2 | -8 | 7 | -3 | 1 | 3 | 16 | 5
49 | CN1CCN(C(=O)c2ccc(COc3ccc(Cl)cc3Cl)cc2)CC1 | -10 | -24 | -20 | 4 | 1 | -13 | 1 | 11 | -6 | -3 | -13
50 | CCCCn1c(N)c(N(CCC(C)C)C(=O)COC(=O)Cc2ccc(Cl)cc2)c(=O)[nH]c1=O | 3 | -2 | 5 | 7 | -7 | -15 | 1 | 6 | -7 | 30 | -2
51 | CSc1nc2sc3c(c2c(=O)[nH]1)CC(C)(C)OC3 | -12 | 8 | 4 | -9 | -8 | -18 | -1 | 3 | 4 | 10 | 1
52 | CCn1cc(/C=C/C(=O)Nc2ccc(C)cc2Br)cn1 | -4 | -19 | -33 | 0 | -4 | -10 | -30 | 0 | 1 | -11 | -36
53 | O=c1[nH]c(C(F)(F)F)nc2ccccc12 | 0 | 4 | 4 | -1 | 1 | 1 | 6 | 0 | 9 | -3 | -15
54 | O=C(Nc1ccc2c(c1)CCC2)c1cc(=O)[nH]c2ccccc12 | -1 | -19 | -3 | -10 | -10 | -13 | -8 | -7 | 15 | -32 | -9
55 | CCC(=O)Nc1cc(C(C)(C)C)ccc1C(C)=O | 11 | -4 | -9 | 12 | -15 | -19 | 10 | -10 | 10 | -4 | -3
56 | CCCN1CCN(CCCNC(=O)Cn2nc(C)n3c(cc4cc(F)ccc43)c2=O)CC1 | 22 | 0 | 20 | -17 | -20 | 4 | -1 | 2 | 2 | 6 | -5
57 | C[C@]12c3[nH]c4ccc(Cl)cc4c3CCN1C(=O)[C@@H](CC(=O)NCC13CC4CC(CC(C4)C1)C3)C[C@@H]2C(=O)N1CCOCC1 | -18 | 39 | 55 | 15 | 42 | 2 | 12 | -3 | 0 | 20 | -1
58 | O=c1c2ccccc2c(/C=N/n2cnnc2)c(O)n1-c1ccccc1 | -17 | 21 | 0 | 1 | -8 | 8 | 3 | 0 | 17 | -32 | 28
59 | CSc1ccc(S(=O)(=O)Nc2ccc(OCC(=O)N3CCOCC3)cc2)cc1 | -2 | 4 | -2 | 5 | 2 | -3 | -5 | 3 | 6 | -9 | 6

Screens as filed in PubChem BioAssay.

The list is partial; count on the stated rates, not on these rows.
